ERG-DNA inh: qHTS for Small Molecule Inhibitors of the ERG Ets/DNA interaction; Transcriptional regulator ERG (Homo sapiens), P11308; fluorescence polarization, His-ERG Ets domain / labelled DNA; Potency, µM (titrated, usually from 76.9 µM), for the others: top-dose FP activity, negative = inhibition, hits mostly inhibitors; hit rate 0.028% among 370,000; AID 624246, 2012; active = well fitted inhibition curve with a large enough effect in the polarisation, with a control signal flat; inconclusive = small, poorly fitted or top-dose-only effect, or effect the other way, or a change in a side signal; inactive = no such curve, though single readings can be large or run the other way; the % refers to the polarisation;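 note: polarization taken with two DNA probes labelled with fluorescein and Texas red; potency is the fitted concentration of half-maximal effect; % of control where 0% means no effect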
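His-tagged ERG Ets domain (1 uM in the protein solution; 300mM KCl, 50mM Tris-HCl, 1mM EDTA, 1mM DTT, pH 7.5) received compound, then a probe mix of 5 nM fluorescein-DNA and 100nM Texas-615-DNA. Fluorescence polarization was read for both dyes.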
APEX1 inh: qHTS Assay for Inhibitors of the Human Apurinic/apyrimidinic Endonuclease 1 (APE1); DNA repair nuclease/redox regulator APEX1 (Homo sapiens), P27695; recombinant APE1, TAMRA/BHQ-2 abasic DNA cleavage fluorescence; Potency, µM (doses to about 65.8 µM), inactives show at the highest dose activity change, negative = inhibition, hits mostly inhibitors; hit rate 0.35% among 350,000; AID 2517, 2012;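 note: potency is the fitted concentration of half-maximal effect; plate controls were vehicle for no effect and reference inhibitor for full effect; nearly all actives have a fitted effect of over 55% in size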
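Step 1: APE1 (0.75 nM) with compound, 15 min RT. Step 2: add 50 nM fluorophore/quencher THF duplex. Step 3: three fluorescence reads 60 s apart (525/598 nm); read 3 minus read 1 = reaction progress.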
BLM helicase inh: qHTS Assay for Inhibitors of Bloom's syndrome helicase (BLM). recombinant BLM DNA unwinding, fluorescence dequenching. hit rate 0.2% among 350,000. Potency, µM (titrated, usually from 56.1 µM), for inactives: at the highest dose activity change, negative = inhibition, hits mostly inhibitors. RecQ-like DNA helicase BLM (Homo sapiens), P54132;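 note: potency is the fitted concentration of half-maximal effect; plate controls were vehicle for no effect and no enzyme for full effect; nearly all actives have a fitted effect of over 35% in size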
Target sequence (P54132 whole entry, looked up): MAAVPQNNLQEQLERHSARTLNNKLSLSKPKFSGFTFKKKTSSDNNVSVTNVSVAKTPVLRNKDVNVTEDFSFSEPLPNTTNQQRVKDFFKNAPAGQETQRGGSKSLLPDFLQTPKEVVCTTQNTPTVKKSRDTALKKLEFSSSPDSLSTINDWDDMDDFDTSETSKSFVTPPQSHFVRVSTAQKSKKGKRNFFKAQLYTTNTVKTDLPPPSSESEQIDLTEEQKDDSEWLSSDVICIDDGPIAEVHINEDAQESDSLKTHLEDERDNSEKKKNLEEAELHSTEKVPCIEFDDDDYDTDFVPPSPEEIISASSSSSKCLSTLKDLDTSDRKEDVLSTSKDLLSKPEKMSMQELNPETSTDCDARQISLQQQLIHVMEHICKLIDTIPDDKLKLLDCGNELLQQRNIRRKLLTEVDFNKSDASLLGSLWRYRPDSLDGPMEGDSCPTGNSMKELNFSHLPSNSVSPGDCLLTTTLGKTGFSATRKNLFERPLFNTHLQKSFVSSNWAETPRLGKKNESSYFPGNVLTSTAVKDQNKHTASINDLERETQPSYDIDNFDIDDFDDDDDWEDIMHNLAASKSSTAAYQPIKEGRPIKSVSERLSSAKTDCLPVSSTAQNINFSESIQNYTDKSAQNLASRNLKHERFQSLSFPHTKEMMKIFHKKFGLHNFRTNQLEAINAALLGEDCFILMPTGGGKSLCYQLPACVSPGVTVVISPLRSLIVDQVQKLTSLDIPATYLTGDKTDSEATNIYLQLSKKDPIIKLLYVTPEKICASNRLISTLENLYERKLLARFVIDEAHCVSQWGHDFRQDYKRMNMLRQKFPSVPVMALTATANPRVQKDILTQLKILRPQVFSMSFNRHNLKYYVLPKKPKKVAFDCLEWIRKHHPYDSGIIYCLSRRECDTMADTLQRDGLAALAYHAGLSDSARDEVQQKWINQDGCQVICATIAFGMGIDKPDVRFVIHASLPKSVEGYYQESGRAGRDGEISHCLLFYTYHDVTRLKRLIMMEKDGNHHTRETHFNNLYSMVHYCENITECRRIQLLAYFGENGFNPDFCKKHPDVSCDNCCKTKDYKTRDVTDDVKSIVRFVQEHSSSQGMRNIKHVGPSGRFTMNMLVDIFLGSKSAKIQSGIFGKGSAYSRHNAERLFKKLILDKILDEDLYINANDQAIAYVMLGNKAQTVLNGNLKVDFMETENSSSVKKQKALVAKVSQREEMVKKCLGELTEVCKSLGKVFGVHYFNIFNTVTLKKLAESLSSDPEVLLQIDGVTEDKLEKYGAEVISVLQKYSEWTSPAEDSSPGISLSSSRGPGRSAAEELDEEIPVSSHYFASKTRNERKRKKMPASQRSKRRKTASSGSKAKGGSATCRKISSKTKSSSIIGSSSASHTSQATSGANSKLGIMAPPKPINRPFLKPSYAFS
Pol iota inh: qHTS for Inhibitors of Polymerase Iota; Potency, µM (doses to about 115 µM), inactives show at the top dose activity, negative = inhibition, most hits filed as inhibitors; hit rate 1% among 390,000; AID 588590, 2011; Pol iota fluorescent replication assay, 10 min; DNA polymerase iota (Homo sapiens), Q9UNA4; note: potency is the fitted concentration of half-maximal effect
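Pol iota at 10 nM preincubated 15 min with compounds at room temperature; reaction started with fluorescent substrate, 50 nM final. Fluorescence read kinetically at 0 and 10 min; buffer-only wells as negative control.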
Pol beta inh: qHTS Assay for Inhibitors of DNA Polymerase Beta | P06746 | Pol beta primer extension/strand displacement, fluorescence kinetic | Potency, µM (doses to about 114 µM), inactives show at the top dose activity change, negative = inhibition, actives largely listed as inhibitors | hit rate 1.3% among 340,000; note: potency is the fitted concentration of half-maximal effect; % is set by controls: 0 for no effect and ±100 for the full control effect
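Curves were derived by four-parameter Hill fits of normalized qHTS data. The kinetic fluorescent primer-extension read was taken at 0 and 10 min after 50 nM substrate, following a 15 min room-temperature preincubation of 10 nM enzyme with compounds.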
POLK inh: qHTS for Inhibitors of Polymerase Kappa | hit rate 0.53% among 400,000 | purified Pol kappa, fluorescent DNA synthesis assay, 10 min | AID 588579, 2011 | Potency, µM (titrated, usually from 107 µM), without a hit: at the highest dose activity, negative = inhibition, most hits filed as inhibitors; note: potency is the fitted concentration of half-maximal effect; % is set by controls: 0 for no effect and ±100 for the full control effect
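10 nM Pol kappa was preincubated with compounds for 15 min at room temperature. Reaction started with 50 nM (final) substrate. Fluorescence read kinetically at 0 and 10 min.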
TRHR agonist: qHTS for Small Molecule Agonists and Allosteric Enhancers of Human TRH Receptor: Primary Screen for Agonists; Thyrotropin-releasing hormone receptor (Homo sapiens), P34981; TRHR cells, calcium flux fluo-8, FDSS agonist mode; activation, % at 2 µM; hit rate 0.18% among 360,000; AID 493084, 2011; in the data active = activation above about 30%; note: 0% is about no effect
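Fluo-8-loaded TRHR cells; 10 s baseline, compound added, kinetic Ca2+ fluorescence read 1/s, agonist mode.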
Apoferritin bind: qHTS Assay for Identification of Novel General Anesthetics | Potency, µM (highest dose often 77.5 µM), inactives show at the top dose activity change, negative = displacement, hits mostly inhibitors | hit rate 0.074% among 350,000 | apoferritin/1-aminoanthracene competitive binding, fluorescence | AID 485281, 2010; note: potency is the fitted concentration of half-maximal effect; % is set by controls: 0 for no effect and ±100 for the full control effect; nearly all actives have a fitted effect of over 20% in size
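Steps: apoferritin (10 uM) was premixed with half-saturated 1-AMA in PBS, compounds were pin-transferred, plates stood 10 min at room temperature, fluorescence was read at 380/535 nm, and curves were fitted with a Hill equation.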
ALOX12 inh: Primary qHTS assay for inhibitors of human arachidonate 12S-lipoxygenase (ALOX12): Round 2; Potency, µM (top dose mostly 108 µM), for inactives: at the top dose activity change, negative = inhibition, actives largely listed as inhibitors; Polyunsaturated fatty acid lipoxygenase ALOX12 (Homo sapiens), P18054; purified 12hLO, xylenol orange hydroperoxide absorbance; AID 1671190, 2021; hit rate 1.1% among 580,000; note: potency is the fitted concentration of half-maximal effect; % is set by controls: 0 for no effect and ±100 for the full control effect
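Purified human 12hLO (150 nM final) in 25 mM Hepes, 0.01% Triton X-100, pH 7.0 was preincubated 15 min at room temperature with compound. Then 40 uM arachidonic acid was added, 30 min. Hydroperoxide was read by Fe-XO absorbance ratio 573/405 nm.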
* marks the source's active call; other numbers are inactive results; i = inactive; ? = inconclusive; / = no result given; & = joins results of further samples; [ ] = another dose, or the depositor's remark. Unless noted, calls come from the whole dose curve; as a rule, active = well fitted curve in the direction sought with a large enough effect; inconclusive = small, poorly fitted or top-dose-only effect, or another doubt; inactive = no such curve, though single readings can be large; an effect the other way counts as inactive or inconclusive. Some of the compounds tested. The share of hits here may be higher or lower than overall.

Value order – ALOX12 inh	ERG-DNA inh	POLK inh	BLM helicase inh	Pol iota inh	TRHR agonist	Apoferritin bind	APEX1 inh	Pol beta inh
> O=C(Cn1cc(C(=O)C2CCCCC2)c2ccccc21)Nc1ccccc1Cl
 : -4%	-3%	6%	-4%	20%	0.4	-3%	/	1%
> Cc1cc(C(=O)NC2CCN(Cc3ccccc3)CC2)n[nH]1
 : 3%	7%	2%	2%	-12%	0.4	-6%	-6%	16%
> CC(=O)Nc1ccccc1-c1nc2ccccc2n(CC(=O)c2ccc(Br)cc2)c1=O
 : ?	5%	-7%	-2%	-30%	-1.1	7%	/	3%
> COc1ccccc1OCCCn1c(=O)sc2ccccc21
 : -4%	6%	-14%	-5%	17%	-0.5	?	-1%	3%
> O=C(NNS(=O)(=O)c1ccccc1)c1sccc1-n1cccc1
 : 0%	-9%	-15%	-1%	-2%	/	-17%	1%	1%
> CCOC(=O)c1c(S(=O)(=O)N2CCN(c3cccc(C(F)(F)F)c3)CC2)c(C)n(C)c1C
 : ?	-2%	-10%	2%	0%	1.7	-11%	/	-26%
> CN(C(=O)CCc1nc(-c2ccccc2F)no1)c1ccc(Cl)cc1
 : 4%	5%	0%	-2%	8%	-0.9	-13%	/	-9%
> COc1ccc2nc(-c3ccccc3)cc(C(=O)OCC(=O)N3CC(C)OC(C)C3)c2c1 (configuration not stated)
 : 14%	7%	-26%	/	?	3.9	/	-12%	/
> O=C(Nc1ccc(F)cc1F)c1ccc2c(=O)n3c(nc2c1)CCCCC3
 : -11%	0%	-7%	-2%	-9%	-0.2	4%	/	-5%
> CCCCc1nc2ccccc2n2c(-c3ccc(C)cc3)c3c(=O)n(C)c(=O)n(C)c3c12
 : -23%	-24%	-9%	-8%	7%	-0.8	-3%	/	3%
> CNC1=CN=C(c2ccccc2)c2cc(Cl)ccc2N1
 : /	/	-4%[60.1 µM]	1%	/	/	4%	-5%	/
> COc1cc(C(=O)NCC(c2ccc(Cl)cc2)N2CCOCC2)cc(OC)c1OC (configuration not stated)
 : 12%&-2%	-2%	0%	-9%	21%	1.1	1%	/	7%
> CC(C)(C)N1C(=O)[C@H]2[C@@H](c3ccc(Br)cc3)N3C(=O)N(c4cccc(Cl)c4)C(=O)[C@@]3(Cc3ccccc3)[C@H]2C1=O
 : 3%	-9%	9%	/	34%	0.4	/	-12%	/
> COc1ccc(/C=N/n2c(C)nc3sc(C)c(C)c3c2=O)cc1
 : -2%	?	-17%	0%	32%[activator]	0.6	1%	0%	12%
> COc1cccc(-n2c(SCC(=O)NC3CCS(=O)(=O)C3)nc3ccccc3c2=O)c1 (configuration not stated)
 : -10%	-9%	-2%	/	-8%	0.5	/	-10%	/
> Cc1nn(-c2ccccc2)c(C)c1/C=C/C(=O)OCC(=O)Nc1ccc(S(N)(=O)=O)cc1
 : 7%	13%	-13%	/	-17%	0.4	/	-8%	/
> CCN(CC)C(=O)CSc1nnc(-c2ccc(S(=O)(=O)N3CCCC3)cc2)o1
 : -11%	11%	4%	-2%	-1%	0.5	-11%	3%	-1%
> Cc1nnc(NC(=O)CSc2nnc(-c3ccc(S(=O)(=O)N4CCCC4)cc3)n2C)s1
 : -17%	0%	-8%	-6%	-12%	0.6	-3%	4%	11%
> Cc1nn(CC(=O)Nc2ccc(Cl)cc2Cl)c(=O)c2ccccc12
 : ?	-7%	-22%	-13%	-7%	-0.1	-21%	31%	-9%
> CCOc1ncccc1C(=O)OCC(=O)c1ccc(OC)c(OC)c1
 : -1%	5%	2%	1%	-5%	0.2	-3%	1%	-29%
> CCc1noc(C)c1C(=O)Nc1nc(-c2ccc(F)cc2)c(C)s1
 : 5%	0%	9%	-6%	8%	-0.4	-7%	-13%	30%
> CCOc1ccccc1C1CC(=O)Oc2c1c(=O)n(C)c1ccccc21 (configuration not stated)
 : 3%	-4%	4%	-1%	5%	-0.2	7%	/	15%
> O=S(=O)(Nc1cccnc1Cl)c1ccc2c(c1)OCCO2
 : 15%	2%	16%	-3%	23%	0.0	-8%	-2%	-1%
> O=C(COC(=O)c1ccccc1O)NC(c1ccccc1)c1ccccc1
 : -15%	1%	6%	/	17%	/	/	18%	/
> Cc1cc2c(cc1C)/C(=N/NC(=O)c1ccccn1)CCC2
 : i	8%	-5%	5%	38%[activator]	-2.1	-5%	-4%	29%
> O=C(NCC(=O)N1CCCCCC1)c1ccc(OC(F)F)cc1
 : 13%	6%	-2%	1%	-23%	-0.5	-6%	-15%	1%
> COC(=O)C1=C(C)NC(C)=C(C(=O)OC)C1c1ccco1
 : 0%	3%	9%	0%	14%	0.3	4%	5%	2%
> c1ccc2c(c1)oc1c(Nc3ccc4c(c3)OCCO4)ncnc12
 : ?	3%	-8%	-2%	?	0.3	7%	-1%	-16%
> CCOCCNC(=O)c1ccc2c3c(cccc13)CC2
 : 1%	8%	8%	-1%	4%	-1.0	-13%	-1%	3%
> Cc1cc(NCC(C)C)n2ncnc2n1
 : -9%	-11%	2%	-8%	18%	0.0	-2%	3%	-21%
> COC(=O)C1(C#N)C(c2ccccc2)C1(C(=O)OC)C(=O)OC (configuration not stated)
 : 25%	-11%	0%	-4%	9%	-0.1	-11%	18%	5%
> Fc1ccc(NC(=S)Nc2ccc(F)c(Cl)c2)cc1Cl
 : /	-10%	-9%	-4%	-5%	1.9	50%[activator]	10%	4%
> COc1ccc(S(=O)(=O)N(C)CC(=O)Nc2ccc3c(c2)OCCO3)cc1
 : 5%	-6%	?	/	24%	-0.8	/	15%	/
> Cc1ccc(NC(NC(=O)c2ccccc2[N+](=O)[O-])C(Cl)(Cl)Cl)cc1 (configuration not stated)
 : -27%	-6%	-1%	-5%	9%	0.4	4%	-2%	0%
> CCN1CCN(C(c2ccc(F)cc2)c2c(O)cc(C)n(CCOC)c2=O)CC1 (configuration not stated)
 : 2%	0%	-5%[60.1 µM]	1%	22%	0.2	-12%	/	9%
> O=C(COc1cccc(F)c1)Nc1ccc2[nH]c(=O)[nH]c2c1
 : -6%	12%	-9%	2%	62%[activator]	0.4	-11%	6%	0%
> O=C(NCc1cccs1)C(=O)c1c[nH]c2ccccc12
 : 12%	15%	-4%[60.1 µM]	2%	0%	-0.5	-12%	15%	-6%
> O=C(NCCc1ccccc1)c1ccc(Cn2c(=O)c3cccn3c3cccnc32)cc1
 : ?	1%	-3%	-8%	2%	0.6	-6%	/	12%
> CCOc1ccc(N=c2cc(-c3ccc(OC)cc3)oc3ccccc23)cc1
 : 0%	-7%	-2%	-3%	184%[activator]	0.5	-20%	-2%	10%
> CSc1ccc(/C=C/C(=O)OCC(=O)c2ccc[nH]2)cc1
 : 153%[activator]	/	1%	/	1%	3.5	/	-1%	/
> COc1ccc(-c2cc3c(=O)n(CC(=O)NCc4ccc(C)cc4)ncn3n2)cc1
 : 28%	-5%	-3%	0%	15%	0.5	-15%	39%	-23%
> Cc1ccc(CN(C(=O)COc2ccccc2[N+](=O)[O-])c2ccccn2)o1
 : -8%	0%	4%	-5%	41%[activator]	-0.1	-20%	/	-1%
> Cc1cc(C)c(C(=O)COC(=O)CNC(=O)c2ccccc2C)c(C)c1
 : 2%	7%	-6%	/	20%	-0.8	/	-3%	/
> CC(C(=O)NN)n1nnc(N2CCOCC2)n1 (configuration not stated)
 : ?	7%	-10%	-5%	18%	0.1	-17%	0%	?
> COc1ccc(C)cc1S(=O)(=O)N1CCCCC1
 : -25%	5%	-20%	-5%	2%	-0.2	2%	-7%	-2%
> CCOC(=O)c1oc2ccc(S(=O)(=O)n3nc(-c4cc(OCC)c(OCC)c(OCC)c4)cc3N)cc2c1C
 : 2%	-6%	-5%	-14%	10%	0.4	?	/	46%
> CCc1ccc(NC(=O)CSc2nnc(CC)c(CC)n2)cc1
 : ?	6%&-2%	-7%&-7%	-2%&-3%	7%&2%	-0.2&-0.7	?	12%	-10%&0%
> O=C1CCSC2(C(=O)N(Cc3ccc(F)cc3)c3ccccc32)N1c1ccc(F)c(F)c1 (configuration not stated)
 : ?	-1%	-1%	-7%	5%	-0.8	-9%	/	-1%
> OCC1CCCCN1C(=S)Nc1cccc(Cl)c1 (configuration not stated)
 : -16%	-2%	-5%	-3%	120%[activator]	0.5	?	4%	2%
> CSc1cccc(NC(=O)C2CCCN2S(=O)(=O)c2ccc3c(c2)CCC(=O)N3)c1 (configuration not stated)
 : 0%	8%	1%	-10%	-4%[58.9 µM]	0.2	-10%	-4%	-1%
> O=C(Cn1nc(-c2ccc(Cl)cc2)c2ccccc2c1=O)Nc1cccc(Br)c1
 : -5%&-19%	-13%	-1%	-6%	5%	-0.1	?	/	56%
> C[C@H](O)Cc1cn(-c2cc3cc(C#Cc4ccsc4)ccc3oc2=O)nn1
 : -11%	2%	-5%	/	?	0.6	/	9%	/
> Cc1ccc(NC(=O)Cn2c(O)c(N=NC(N)=O)c3ccccc32)cc1
 : -13%	-10%	4%	-8%	47%[activator]	-0.3	-7%	3%	-4%
> CC1CCCCN1Cc1c(O)ccc2c(=O)c(-c3ccc(Cl)cc3Cl)coc12 (configuration not stated)
 : -27%	-10%	5%	-3%	8%	0.6	47%[activator]	11%	5%
> CSc1ncc(C(=O)Nc2cc(C)ccc2C)c(C)n1
 : 0%	1%	7%	-5%	0%	-0.1	7%	31%	-13%

Assay outcomes: PubChem BioAssay, National Center for Advancing Translational Sciences (NCATS)
